LMNA splice mod – changes lamin A minigene splicing in HeLa cells | HeLa LMNA splicing GFP/RFP minigene ratio, 48 h | Potency, µM (titrated, usually from 46.1 µM), inactives show at the top dose ratio change, negative = inhibition, actives largely listed as inhibitors | hit rate 0.01% among 200,000 | AID 1487; active = well fitted inhibition curve with a large enough effect in the signal ratio, with a control signal flat, not every such curve was filed as active; inconclusive = small, poorly fitted or top-dose-only effect, or effect the other way, or a change in a side signal; the % refers to the signal ratio; note: potency is the fitted concentration of half-maximal effect; % is set by controls: 0 for no effect and ±100 for the full control effect
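Read-out is the ratio of GFP to DsRed2 object intensity, acquired by 488 nm laser-scanning cytometry on HeLa lamin A-EGFP minigene reporter cells. Compound incubation 48 hrs at 37 °C in Opti-MEM with 2% FBS; DMSO 0.5% final.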
Epigenetic derep – derepresses silenced GFP reporter in murine cells. murine LDR cells, GFP reporter derepression, 30 h. Potency, µM (doses to about 53.9 µM), for inactives: at the top dose GFP activation, usual class: activators. hit rate 0.2% among 280,000. AID 1865; note: potency is the fitted concentration of half-maximal effect; % of control where 0% means no effect; nearly all actives have a fitted effect of over 60% in size
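In this reporter-derepression format, murine cells bearing a silenced integrated CMV-GFP locus incubate with test compound (30 h, 37 C), then are washed and imaged; fluorescent objects of 20–120 um count as induced cells.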
KinaseGlo FLuc – counter-screen: inhibitors of Kinase-Glo firefly luciferase; Q27757; Kinase-Glo luciferase, ATP luminescence, 8 min; Potency, µM (top dose mostly 38.3 µM), inactives show at the highest dose activity change, negative = inhibition, hits mostly inhibitors; hit rate 0.28% among 200,000; note: potency is the fitted concentration of half-maximal effect; % is set by controls: 0 for no effect and ±100 for the full control effect; nearly all actives have a fitted effect of over 60% in size
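Inhibition of Kinase-Glo luciferase light generation was assessed at 10 uM ATP in pH 7.2 imidazole buffer, with luminescence measured after eight minutes at ambient temperature.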
IMPase Li inh – cell-permeable IMPase inhibitors with lithium potentiation | AID 1457 | hit rate 0.35% among 210,000 | CHO-M1 cells, IP1 TR-FRET (IP-One), carbachol + lithium | Potency, µM (doses to about 59.4 µM), without a hit: at the highest dose activity, negative = IMPase inhibition, hits mostly inhibitors;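 note: IP1 builds up when IMPase is blocked and the TR-FRET signal falls; potency is the fitted concentration of half-maximal effect; plate controls were basal vehicle for no effect and high inhibitor control for full effect; nearly all actives have a fitted effect of over 50% in size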
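Steps: plate 2000 CHO-M1 cells per well and culture 16–30 h; add compound and lithium; incubate 30 min, 37C; add d2-IP1 tracer and Eu cryptate anti-IP1 antibody in lysis buffer; read after 10 min at room temperature.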
GLA spleen mod – inhibits or activates alpha-galactosidase in human spleen homogenate | human spleen homogenate, 4MU-alpha-Gal fluorescence, 40 min | Potency, µM (highest dose often 80 µM), for the others: at the highest dose activity change, negative = inhibition, most hits filed as inhibitors | hit rate 0.008% among 240,000;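 note: potency is the fitted concentration of half-maximal effect; 0% = enzyme with vehicle and -100% = no enzyme basal signal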
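Human spleen homogenate (1 ug) as enzyme source, 4-methylumbelliferyl-alpha-D-galactopyranoside 1 mM final, citrate/phosphate pH 5.0 with 0.01% Tween-20. Compounds 40 min at 37C, NaOH/glycine stop; fluorescence Ex 365/Em 440, Hill-fit AC50.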
NPSR antagonist – antagonists of human neuropeptide S receptor cAMP signaling; CHO-NPSR cells, cAMP TR-FRET, antagonist mode; hit rate 1% among 220,000; Potency, µM (titrated, usually from 38.3 µM), for the others: at the highest dose activity change, negative = inhibition, most hits filed as inhibitors; Q6W5P4; note: potency is the fitted concentration of half-maximal effect; % is set by controls: 0 for no effect and ±100 for the full control effect; nearly all actives have a fitted effect of over 50% in size; many of its hits are not listed in these tables
Target sequence (Q6W5P4 whole entry, looked up): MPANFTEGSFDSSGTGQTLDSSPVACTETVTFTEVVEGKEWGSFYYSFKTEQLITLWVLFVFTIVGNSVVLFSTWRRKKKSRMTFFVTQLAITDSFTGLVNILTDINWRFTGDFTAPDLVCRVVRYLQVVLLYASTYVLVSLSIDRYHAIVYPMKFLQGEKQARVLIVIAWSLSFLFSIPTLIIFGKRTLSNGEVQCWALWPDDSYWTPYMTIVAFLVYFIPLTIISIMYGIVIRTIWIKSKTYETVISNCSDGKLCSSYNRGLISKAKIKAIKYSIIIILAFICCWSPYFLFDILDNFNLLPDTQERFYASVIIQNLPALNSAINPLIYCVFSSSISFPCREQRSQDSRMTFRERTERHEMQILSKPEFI
CBFb RUNX1 block – inhibitors of human CBF-beta and RUNX1 interaction; AlphaScreen CBFb-His/RUNX1-biotin binding, biochemical; Potency, µM (doses to about 59.8 µM), for inactives: at the top dose activity, negative = inhibition, hits mostly inhibitors; 230,000 tested, under 10 active; note: % of control where 0% means no effect
Target sequence (Q01196 whole entry, looked up): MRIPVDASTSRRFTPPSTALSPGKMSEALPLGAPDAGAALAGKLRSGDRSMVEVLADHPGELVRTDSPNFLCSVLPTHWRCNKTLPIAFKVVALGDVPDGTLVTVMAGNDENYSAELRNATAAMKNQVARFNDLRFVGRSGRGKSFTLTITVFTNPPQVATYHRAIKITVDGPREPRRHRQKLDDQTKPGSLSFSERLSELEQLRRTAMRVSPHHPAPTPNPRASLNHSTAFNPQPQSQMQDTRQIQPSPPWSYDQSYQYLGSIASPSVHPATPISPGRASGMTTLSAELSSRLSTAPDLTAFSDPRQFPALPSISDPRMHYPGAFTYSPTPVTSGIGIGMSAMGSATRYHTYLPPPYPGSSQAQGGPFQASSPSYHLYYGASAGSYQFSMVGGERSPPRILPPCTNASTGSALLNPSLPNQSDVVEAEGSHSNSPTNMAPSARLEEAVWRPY
Target sequence (Q13951 whole entry, looked up): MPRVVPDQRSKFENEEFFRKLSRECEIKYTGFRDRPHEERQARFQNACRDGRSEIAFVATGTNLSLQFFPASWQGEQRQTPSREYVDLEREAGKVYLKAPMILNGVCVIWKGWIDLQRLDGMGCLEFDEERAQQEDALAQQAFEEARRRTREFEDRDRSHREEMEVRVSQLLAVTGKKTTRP
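Proteins preincubated together for 20 min at RT before compound addition; 15 min later, nickel and streptavidin beads were added and left 90 min prior to AlphaScreen measurement.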
Active calls of the source: *; u = inconclusive; x = no result given; [ ] = remark or other dose. Unless noted, calls come from the whole dose curve; as a rule, active = well fitted curve in the direction sought with a large enough effect; inconclusive = small, poorly fitted or top-dose-only effect, or another doubt; inactive = no such curve, though single readings can be large; an effect the other way counts as inactive or inconclusive.

SMILES	LMNA splice mod	Epigenetic derep	KinaseGlo FLuc	IMPase Li inh	GLA spleen mod	NPSR antagonist	CBFb RUNX1 block
Cc1ccc(Oc2ccc3c(c2)C(=O)N(c2cccc4cccnc24)C3=O)cc1	-5%	0.0%	0%	3%[38.3 µM]	8%	-29%[46.1 µM]	-4%
FC(F)(F)c1cnc(Oc2cccc3ccccc23)c(Cl)c1	7%	-1.8%	-2%	3%	-5%	-12%	5%
Cc1ccc(-c2cc(C(=O)N/N=C/c3c(C)nn(C)c3C)c3ccccc3n2)cc1C	3%	1.8%	-5%	29%[38.3 µM]	-2%	-19%[46.1 µM]	-14%
COc1cc2cc(C(=O)N3CCN(Cc4ccc5c(c4)OCO5)CC3)c(=O)oc2cc1OC	x	-1.1%	x	x	u	-8%	8%
COc1ccc(CNc2ccnc(-c3ccc(C(=O)N(C)C)cc3)n2)c(OC)c1	u	x	x	4%	-2%	x	x
c1ccc(Cn2nnnc2C(c2ccccn2)N2CCN(c3ccccc3)CC2)cc1 (configuration not stated)	18%	-2.0%	-3%	2%[38.3 µM]	-19%	u	-5%
CCN(CC)S(=O)(=O)c1ccc(NC(=O)Cc2cccs2)cc1	2%[46 µM]	0.0%	-3%	3%	4%	-13%	-3%
CC(=O)Nc1ccc(SC[C@H](CC(C)C)N2CCN(CCc3ccccc3)CCC2=O)cc1	x	1.5%	x	x	-9%	-20%	-18%
Cc1ccccc1-n1c(C)nnc1SCC(=O)NNC(=O)c1ccccc1	-9%	-1.0%	-1%	2%	-1%	14%	3%
COc1cc2c(cc1O)[C@@H]1Cc3cc(OC)c(OC)cc3C(C2)N1C	x	1.5%	x	x	-4%	15%	1%
CC(=O)C1C(c2ccc(F)cc2)c2c(noc2C)CC1(C)O (configuration not stated)	x	0.0%	x	x	6%	13%	10%
Cc1ccc2occ(C(c3nnnn3C3CCCC3)N3CCN(C(=O)c4ccco4)CC3)c(=O)c2c1 (configuration not stated)	23%	1.3%	-5%	0%[38.3 µM]	10%	u	-4%
COc1ccc(CN2CCN(C(=O)C3CCC(CNS(=O)(=O)c4ccc(C)cc4)CC3)CC2)c(OC)c1OC (configuration not stated)	u	-1.3%	3%	20%	-1%	-8%	1%
CC(NC(=O)COC(=O)c1ccco1)c1ccccc1 (configuration not stated)	4%	-0.7%	-1%	16%[38.3 µM]	-3%	1%[46.1 µM]	-5%
Cc1noc(C)c1CSc1nnc2ccccn12	u	-1.0%	x	x	11%	-11%[46.1 µM]	2%
Cc1cc(NC(=O)c2ccc(N3C(=O)C4C5C=CC(C5)C4C3=O)cc2)no1 (configuration not stated)	2%[46 µM]	2.4%	2%	-3%	-8%	-3%	7%
CCOC(=O)C1CCCN(c2c(C(=O)c3ccccc3)cnc3ccccc23)C1 (configuration not stated)	x	-0.1%	-1%	12%	-4%	u	-12%
O=C(Nc1cccc2ccccc12)c1cnsn1	9%[46 µM]	2.9%	-2%	8%	5%	-6%	3%
COC(=O)C/C=C\[C@@H](C)[C@@H](/C=N\OC[C@@H](O)COCc1ccco1)OC	x	0.0%[10.1 µM]	x	x	-13%[17.5 µM]	x	-7%[13.1 µM]
Cc1cc(=O)oc(C)c1C(=O)OCC(=O)c1ccc(Br)cc1	-13%	-1.2%	-3%	17%	5%	-1%[46.1 µM]	8%
CCOc1ccc(NC(=O)CSc2nnc(C)n2CCCOC)cc1	6%	-0.7%	-2%	-5%[38.3 µM]	4%	-1%[46.1 µM]	8%
CCOc1ccc(CCNC(=O)c2cc(C)nn2-c2ccccc2)cc1	x	-0.3%	x	x	27%	3%	17%
O=C(NC(=S)Nc1ccc2cn[nH]c2c1)c1ccccc1	10%[46 µM]	1.1%	-1%	-8%	9%	-8%	-22%
CC(=O)O/N=C(\N)c1cnn2c(C(F)(F)F)cc(C(F)(F)F)nc12	15%[46 µM]	0.0%	x	x	11%	-17%	0%
CCc1ccc(/C=C2/SC(N3CCOCC3)=NC2=O)cc1	x	0.1%	x	x	-5%	-6%	2%

2 compounds from above, showing only GLA spleen mod and CBFb RUNX1 block:
molecule | GLA spleen mod | CBFb RUNX1 block
Cc1ccc(Oc2ccc3c(c2)C(=O)N(c2cccc4cccnc24)C3=O)cc1 | 8% | -4%
FC(F)(F)c1cnc(Oc2cccc3ccccc23)c(Cl)c1 | -5% | 5%

The main list resumes; the two compounds before the break are reprinted first.
SMILES	LMNA splice mod	Epigenetic derep	KinaseGlo FLuc	IMPase Li inh	GLA spleen mod	NPSR antagonist	CBFb RUNX1 block
CC(=O)O/N=C(\N)c1cnn2c(C(F)(F)F)cc(C(F)(F)F)nc12	15%[46 µM]	0.0%	x	x	11%	-17%	0%
CCc1ccc(/C=C2/SC(N3CCOCC3)=NC2=O)cc1	x	0.1%	x	x	-5%	-6%	2%
Cc1cc(OCC(=O)NCc2ccccn2)cc(C)c1Br	10%	0.0%	1%	8%	8%	11%	-1%
O=C(Nc1ccccc1)N1CCCN(c2nccc(C(F)(F)F)n2)CC1	5%[46 µM]	0.0%	x	x	-9%	20%	4%
O=C(COc1ccccc1O)Nc1ccccc1Cl	u	2.0%	-2%	8%[38.3 µM]	-12%	-5%[46.1 µM]	-2%
CC(C)(C)c1ccc(C(CC(=O)O)NC(=O)Cc2ccc(F)cc2)cc1 (configuration not stated)	19%[9.22 µM]	-2.6%	1%	0%	6%	-5%	-1%
COc1ccc(OC)c(S(=O)(=O)Nc2c(F)cccc2F)c1	-6%	0.0%	0%	8%[38.3 µM]	10%	-4%[46.1 µM]	-7%
COc1ccnc(CSC(N)=Nc2ccc(F)cc2)c1	8%	u	-2%	9%	4%	-11%[46.1 µM]	8%
O=C(c1ccco1)N1CCC2(CC1)CCN(c1cccc(-c3ccccc3)c1)CC2	x	x	-3%	11%	-4%	x	x
O=C(COc1ccc(Cl)cc1)NNC(=O)c1ccccn1	5%	0.9%	-2%	4%[38.3 µM]	6%	-11%[46.1 µM]	-13%
CC1CCc2c(sc(NC(=O)C3CCCO3)c2C#N)C1 (configuration not stated)	-4%[46 µM]	0.0%	2%	12%	-4%	-1%	11%
CN(C)C(=O)c1ccc(-c2nc(-n3ccnc3)c3ccccc3n2)cc1	u	x	x	-7%	9%	x	x
CC1(C)Oc2ccc3ccc(=O)oc3c2-c2cnoc21	5%	0.0%	-7%	16%[38.3 µM]	14%	-2%[46.1 µM]	-2%
C/C(=N\N1CCN(c2ccccc2)CC1)c1cccs1	x	-2.0%	x	x	8%	0%	9%
Oc1oc(-c2ccccc2)nc1/C=N/c1nccs1	u	-1.5%	-4%	3%	-7%	16%	19%
Cc1ccc(CNC(=O)CSc2nc3ccsc3c(=O)n2Cc2ccccn2)cc1	10%[46 µM]	-4.8%	9%	6%	-5%	-21%	1%
O=C(NCCCN1CCOCC1)c1ccc(CNS(=O)(=O)c2ccc(F)cc2)cc1	u	-2.6%	-2%	u	2%	u	12%
COc1ccccc1CN1C[C@@H]2C[C@@H](c3cccc(C)c3)N3CCC[C@@]23C1=O	x	-0.2%	x	13%	8%	11%	8%
COc1ccc(C(=O)NCCSCc2ccco2)cc1OC	u	-0.9%	-1%	-7%[38.3 µM]	8%	-5%[46.1 µM]	1%
CCCN(CCC)CCNC(=O)c1cc2c(=O)n(C)c3ccccc3c2n1C	-14%	0.8%	0%	43%[activator][38.3 µM]	1%	2%[46.1 µM]	7%
O=C(O)Cc1csc(NC(=O)CSc2nnnn2-c2ccc(O)cc2)n1	x	0.1%	x	x	6%	7%	4%
Cc1sc2ncnc(SCC(=O)NC(C)C(C)C)c2c1C (configuration not stated)	-2%[46 µM]	-1.3%	7%	-1%	-15%	-12%	9%
O=C(NNC(=O)c1cccc([N+](=O)[O-])c1)c1ccncc1	13%[46 µM]	1.6%	-3%	4%	2%	-14%	11%
O=C(CSc1ncnc2ccccc12)c1ccc2c(c1)OCCO2	-28%	0.0%	x	x	5%	-16%[46.1 µM]	-2%
O=c1c2ccccc2c(-c2ccccc2)nn1-c1cc(Cl)ccc1[N+](=O)[O-]	u	0.0%	1%	18%[38.3 µM]	-2%	u	-25%
O=C(/C=C/c1cccs1)NC(=S)NNC(=O)Cc1cccs1	u	2.4%	-11%	3%	-2%	-5%[46.1 µM]	u
Cc1cc(O)c(C(C)C)cc1NC1=NS(=O)(=O)c2ccccc21	0%	-0.2%	0%	5%[38.3 µM]	7%	-11%[46.1 µM]	5%

(cont.)
SMILES	LMNA splice mod	Epigenetic derep	KinaseGlo FLuc	IMPase Li inh	GLA spleen mod	NPSR antagonist	CBFb RUNX1 block
O=c1[nH]c(N/N=C/c2ccccc2Br)nnc1-c1ccccc1	-6%	-3.2%	-3%	4%	-9%	-16%	-19%
CCc1ccc(C2=NN(C(=O)OC)C(O)(C(F)(F)F)C2)cc1 (configuration not stated)	5%	-2.2%	-11%	2%[38.3 µM]	-6%	2%[46.1 µM]	2%
Cc1cc2nccc(-c3ccncc3)n2n1	x	-0.1%	-4%	6%	7%	17%	-13%
CC(=C/c1ccco1)/C=N/NC(=O)Cc1cccn1C	-5%	0.0%	-2%	-2%	-4%	-12%	u
Cc1cc(C)n(C(=O)COc2ccccc2[N+](=O)[O-])n1	x	-1.8%	x	x	-2%	-8%	-2%
Cn1cnc(S(=O)(=O)N2CCc3ccccc32)c1	3%	-3.0%	-2%	-4%[38.3 µM]	2%	1%[46.1 µM]	-1%
CSc1cccc(NC(=O)Nc2ccc(Cl)cc2)c1	-12%	-1.2%	-2%	26%[38.3 µM]	-5%	-14%[46.1 µM]	4%
O=C(COC(=O)c1ccc(O)cc1)Nc1cccc(S(=O)(=O)N2CCCCC2)c1	x	-1.0%	x	x	8%	-25%	0%
CCOc1ccc(-c2nc(C#N)c(NCc3ccc4c(c3)OCO4)o2)cc1	2%	2.0%	3%	13%	4%	0%	0%
CCN(CC)C(=O)c1scc2c1OCCO2	1%	-1.0%	-5%	-4%[38.3 µM]	-6%	-2%[46.1 µM]	1%
Cc1cc(=O)[nH]c2cc(Cl)ccc12	-14%	0.0%	4%	-15%[38.3 µM]	13%	1%[46.1 µM]	3%
CCOc1ccc(-c2csc(Cn3c(CN4CCN(C)CC4)nc4ccccc4c3=O)n2)cc1	-20%	0.0%	x	x	2%	23%[46.1 µM]	-1%
COc1ccccc1NC(=O)CSc1nnnn1-c1ccc2c(c1)OCO2	11%	1.8%	-4%	19%[38.3 µM]	-11%	-20%[46.1 µM]	5%
COC(=O)CSC(=S)N1CCCC(C)C1 (configuration not stated)	x	1.3%	x	-5%	8%	9%	-9%
COC(=O)c1[nH]c2ccc(C)cc2c1NC(=O)CN1CCC(C)CC1	-19%	-1.1%	1%	31%[activator][38.3 µM]	13%	-18%[46.1 µM]	-4%

A portion of the library; the hit share may differ from the screen's.
